# U2OS ROS induce: raises reactive oxygen species in U2OS cancer cells | U2OS ROS induction, H2DCF-DA fluorescence | ROS induction (% of piperlongumine), % at 10 µM | hit rate 2% among 46,000; in the data active means ROS induction above about 79%, passing the limit was not always enough; inconclusive means no clear call, values can overlap the other calls;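 further: 0% = DMSO vehicle median and 100% = reference compound median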
# Numbers without * were called inactive; ? = inconclusive.
SMILES,U2OS ROS induce
O=C(NO)c1ccc(C(=O)N/N=C/c2ccc3ccccc3c2O)cc1,-14.4
C[C@@H]1CN([C@@H](C)CO)C(=O)c2cccc(NC(=O)Nc3ccc4c(c3)OCO4)c2O[C@@H]1CN(C)S(=O)(=O)c1cn(C)cn1,28.7
O=c1oc2ccccc2c2c1nc(C(F)(F)F)n2-c1ccccc1,21.0
Cc1ccc(S(=O)(=O)NC2CCN(Cc3ccc(OCCO)cc3)CC2)cc1,27.4
Cc1noc(C)c1NC(=O)N(C)C[C@H]1Oc2ccc(NC(=O)CCCN(C)C)cc2C(=O)N([C@H](C)CO)C[C@H]1C,-19.4
C[C@H]1CN([C@@H](C)CO)C(=O)Cc2cc(NC(=O)Nc3ccc(C(F)(F)F)cc3)ccc2O[C@@H]1CN(C)C(=O)Nc1ccc2c(c1)OCO2,7.4
C[C@H]1CN([C@@H](C)CO)C(=O)c2cccc(NS(=O)(=O)c3cn(C)cn3)c2O[C@H]1CN(C)S(=O)(=O)c1cccs1,-5.3
Cc1cc(=O)[nH]c(SCCCOc2ccccc2Cl)n1,11.8
COc1ccc(NC(=O)N(C)C[C@@H]2Oc3c(NC(=O)c4nc5ccccc5s4)cccc3C(=O)N([C@@H](C)CO)C[C@H]2C)cc1,5.2
CC(C)NC(=O)N(C)C[C@H]1Oc2ccc(NC(=O)Nc3ccc(F)cc3)cc2CC(=O)N([C@H](C)CO)C[C@H]1C,-0.8
COc1ccc2oc(=O)c(-c3nnc(NCc4ccc5c(c4)OCO5)s3)cc2c1,2.0
COC(=O)C1=C(Nc2ccc(F)cc2F)CSC1,-20.2
Cc1ccccc1S(=O)(=O)N(C)C[C@H]1OCc2cn(nn2)CCCC(=O)N([C@H](C)CO)C[C@@H]1C,5.6
Cn1c(SCC(=O)Nc2ccc(Cl)cc2Cl)nnc1C12CC3CC(CC(C3)C1)C2,-11.8
C[C@H](CO)N1C[C@H](C)[C@H](CN(C)C(=O)Nc2ccc(C(F)(F)F)cc2)Oc2ccc(NC(=O)Nc3ccc(C(F)(F)F)cc3)cc2C1=O,22.2
COc1ccc([N+](=O)[O-])cc1N(CC(=O)N1CCOCC1)S(C)(=O)=O,-16.8
Cc1nn(CC(O)COc2ccc(C(=O)c3ccccc3)cc2)c(C)c1Br (stereo unspecified),8.6
CNC(=O)c1cc2c(=O)n3cccc(C)c3nc2n1C,-2.5
C[C@@H]1CCCCO[C@H](CN(C)Cc2ccc(C(F)(F)F)cc2)[C@@H](C)CN([C@H](C)CO)C(=O)c2cc(NC(=O)Nc3cccc4ccccc34)ccc2O1,0.0
C[C@H]1CN([C@@H](C)CO)C(=O)c2cccc(NS(=O)(=O)c3ccc(Cl)cc3)c2O[C@H]1CN(C)C(=O)Nc1ccc(C(F)(F)F)cc1,18.7
C[C@@H]1CN([C@@H](C)CO)C(=O)c2cc(NS(=O)(=O)c3cccs3)ccc2O[C@@H]1CN(C)C(=O)Nc1ccccc1,-7.3
Cc1c(Cl)cccc1N(CC(=O)O)S(=O)(=O)c1ccccc1,-3.7
COc1ccccc1NC(=O)C(C)NS(=O)(=O)c1ccc(F)cc1 (stereo unspecified),-32.7
Cc1sc(-n2cccc2)c(C(=O)NC(C)CCc2ccccc2)c1C (stereo unspecified),19.7
Cn1c(SCC(=O)Nc2cccc(Br)c2)nnc1-c1ccc(Cl)cc1,-18.3
# More entries follow.
SMILES,U2OS ROS induce
Cc1noc(C)c1NC(=O)Nc1ccc2c(c1)C(=O)N([C@H](C)CO)C[C@H](C)[C@H](CN(C)Cc1ccncc1)O2,0.5
S=C(c1cccs1)N1CCCC1,-6.6
CC12CC3(C)CC(C)(C1)CC(CN=Cc1ccc(O)cc1)(C2)C3,28.5
C[C@@H]1CN([C@H](C)CO)C(=O)Cc2cc(NC(=O)Cc3cn(C)c4ccccc34)ccc2O[C@H]1CN(C)Cc1ccc(C(=O)Nc2ccccc2N)cc1,30.2
C[C@@H]1CN([C@@H](C)CO)C(=O)c2cccc(NC(=O)CCCCCC(=O)Nc3ccccc3N)c2O[C@H]1CN(C)Cc1ccc2c(c1)OCO2,104.8*
CC(C)COC(=O)C(C)Oc1ccc2c(=O)c(-c3ccccc3)coc2c1 (stereo unspecified),45.7
C[C@H]1CC(=O)C2=C(C1)C(O)C(O)[C@@]1(O)[C@H]2C(=O)c2cccc(O)c2[C@@H]1O (stereo partly specified),-5.4
C[C@H]1CN([C@@H](C)CO)C(=O)CCCn2nncc2CO[C@H]1CN(C)S(C)(=O)=O,-6.4
CC1(C)CC[C@]2(C(=O)O)CC[C@]3(C)C(=CCC4[C@@]5(C)C[C@@H](O)[C@H](O)[C@@](C)(CO)C5CC[C@]43C)C2C1 (stereo partly specified),1.2
C[C@@H]1CN([C@H](C)CO)C(=O)c2cc(NC(=O)C3CCCCC3)ccc2O[C@@H]1CN(C)C(=O)Nc1ccc(F)cc1,-13.6
C[C@@H]1CN([C@@H](C)CO)C(=O)c2cc(NC(=O)Nc3ccc(C(F)(F)F)cc3)ccc2O[C@@H]1CN(C)Cc1ccc(Cl)c(Cl)c1,-5.9
Cc1ccc(C(=O)Nc2sc3c(c2C(=O)N(C)C)CCCCC3)cc1,3.9
CC(C)NC(=O)Nc1ccc2c(c1)C(=O)N([C@@H](C)CO)C[C@@H](C)[C@H](CN(C)Cc1ccc(-c3ccccc3)cc1)O2,20.8
Cc1ccc(S(=O)(=O)N(C)C[C@H]2Oc3ccc(NC(=O)c4ccncc4)cc3C(=O)N([C@@H](C)CO)C[C@@H]2C)cc1,0.2
COc1ccccc1CN(C)C[C@H]1OCc2cn(nn2)CCCC(=O)N([C@H](C)CO)C[C@H]1C,1.3
CCSc1nc2ccccc2c(=O)n1C1CCOC(C)(C)C1 (stereo unspecified),-2.7
O=C(CSc1nnc(-c2ccc([N+](=O)[O-])cc2)n1-c1ccccc1)N1CCOCC1,-9.4
C[C@H]1O[C@@H](O[C@H]2[C@@H](O)C[C@H](O[C@H]3[C@@H](O)C[C@H](O[C@H]4CC[C@@]5(C)[C@H](CC[C@@H]6[C@@H]5C[C@@H](O)[C@]5(C)[C@@H](C7=CC(=O)OC7)CC[C@]65O)C4)O[C@@H]3C)O[C@@H]2C)C[C@H](O)[C@@H]1O,-6.3
C[C@@H]1CN([C@@H](C)CO)C(=O)c2cccc(N(C)C)c2O[C@@H]1CN(C)Cc1ccc(Cl)c(Cl)c1,1.9
COc1ccc(-c2ccc(CCC(=O)O)n2-c2ccc(C(=O)O)cc2)cc1,-4.6
COc1ccc(S(=O)(=O)Nc2ccc3c(c2)CC(=O)N([C@H](C)CO)C[C@@H](C)[C@H](CN(C)S(=O)(=O)c2ccccc2)O3)cc1,-5.6
O=C1C2Sc3[nH]c(=O)sc3C(/C=C/c3ccccc3)C2C(=O)N1c1ccc(Br)cc1 (stereo unspecified),11.9
COc1ccc(S(=O)(=O)N(C)C[C@@H]2Oc3ccc(NS(=O)(=O)c4ccc(Cl)cc4)cc3C(=O)N([C@H](C)CO)C[C@H]2C)cc1,4.9
C[C@@H]1CN([C@H](C)CO)C(=O)c2cc(N(C)C)ccc2O[C@H]1CN(C)Cc1ccc(Oc2ccccc2)cc1,10.9
CC(=O)Nc1ccc(NS(=O)(=O)c2ccc(C)cc2[N+](=O)[O-])cc1,-4.7

# Ordered by molecular weight (ascending): part of the list above.
SMILES,U2OS ROS induce
C[C@H]1CN([C@@H](C)CO)C(=O)CCCn2nncc2CO[C@H]1CN(C)S(C)(=O)=O,-6.4
COc1ccccc1CN(C)C[C@H]1OCc2cn(nn2)CCCC(=O)N([C@H](C)CO)C[C@H]1C,1.3
C[C@@H]1CN([C@H](C)CO)C(=O)c2cc(N(C)C)ccc2O[C@H]1CN(C)Cc1ccc(Oc2ccccc2)cc1,10.9
CC(C)NC(=O)Nc1ccc2c(c1)C(=O)N([C@@H](C)CO)C[C@@H](C)[C@H](CN(C)Cc1ccc(-c3ccccc3)cc1)O2,20.8
COc1ccc(S(=O)(=O)N(C)C[C@@H]2Oc3ccc(NS(=O)(=O)c4ccc(Cl)cc4)cc3C(=O)N([C@H](C)CO)C[C@H]2C)cc1,4.9
C[C@@H]1CN([C@@H](C)CO)C(=O)c2cccc(NC(=O)CCCCCC(=O)Nc3ccccc3N)c2O[C@H]1CN(C)Cc1ccc2c(c1)OCO2,104.8*
C[C@@H]1CN([C@H](C)CO)C(=O)Cc2cc(NC(=O)Cc3cn(C)c4ccccc34)ccc2O[C@H]1CN(C)Cc1ccc(C(=O)Nc2ccccc2N)cc1,30.2

# Continuation:
SMILES,U2OS ROS induce
Cc1ccc(-c2nnc(SCc3ccccc3C#N)n2-c2ccccc2)cc1Cl,9.5
O=C(NCCC1=CCCCC1)C1CCN(C(=O)c2cc3sccc3n2Cc2ccc(F)cc2)CC1,1.9
Cc1ccc(S(=O)(=O)N(C)C[C@H]2Oc3ccc(NC(=O)Nc4ccc(C(F)(F)F)cc4)cc3C(=O)N([C@@H](C)CO)C[C@H]2C)cc1,3.8
CCC(C(=O)NCc1ccccn1)c1ccccc1 (stereo unspecified),-8.5
C[C@@H]1CN([C@H](C)CO)C(=O)c2cc(NS(=O)(=O)c3cn(C)cn3)ccc2O[C@H]1CN(C)S(=O)(=O)c1cn(C)cn1,15.3
C[C@@H]1CN([C@H](C)CO)C(=O)c2cc(NC(=O)CCN3CCOCC3)ccc2O[C@@H]1CN(C)Cc1ccncc1,-6.5
CC(C)NC(=O)N(C)C[C@H]1Oc2ccc(NC(=O)C3CCCCC3)cc2CC(=O)N([C@@H](C)CO)C[C@H]1C,-2.9
O=C(O)Cc1nn(Cc2ccc(Br)cc2F)c(=O)c2ccccc12,4.9
Cc1ccc(-c2noc(CCCN3C(=O)c4ccccc4C3=O)n2)cc1,-14.6
CCOC(=O)CN(C1=NS(=O)(=O)c2ccccc21)c1ccccc1,3.8
C[C@@H]1CCCCO[C@H](CN(C)S(=O)(=O)c2cn(C)cn2)[C@@H](C)CN([C@H](C)CO)C(=O)c2cc(NC(=O)c3ccccc3)ccc2O1,26.3
CC(C)NC(=O)Nc1ccc2c(c1)C(=O)N([C@H](C)CO)C[C@H](C)[C@@H](CN(C)Cc1ccc(C(=O)O)cc1)OCCCC[C@@H](C)O2,8.1
COc1ccc(NC(=O)Nc2ccc3c(c2)C(=O)N([C@H](C)CO)C[C@H](C)[C@@H](CN(C)C(=O)Nc2ccc(F)cc2)OCCCC[C@@H](C)O3)cc1,-7.8
COc1cc(OC)cc(-c2nnc(SCC(=O)Nc3sc4c(c3C#N)CCCC4)o2)c1,7.6
C[C@@H]1CCCCO[C@@H](CN(C)S(=O)(=O)c2cccs2)[C@@H](C)CN([C@H](C)CO)C(=O)c2cc(NC(=O)Cc3ccccc3)ccc2O1,23.5
COc1c(C(C)C)cc2c(c1O)[C@]13CC[C@H](OC1=O)C(C)(C)C3CC2 (stereo partly specified),8.5
COc1ccc(S(=O)(=O)Nc2ccc3c(c2)C(=O)N([C@@H](C)CO)C[C@H](C)[C@H](CN(C)Cc2ccc(C(F)(F)F)cc2)O3)cc1,12.9
C[C@@H]1CN([C@H](C)CO)C(=O)c2cc(NC(=O)Nc3ccc4c(c3)OCO4)ccc2O[C@@H]1CN(C)Cc1ccc(Oc2ccccc2)cc1,0.8
C[C@@H]1CCCCO[C@H](CN(C)Cc2ccc(C(=O)O)cc2)[C@@H](C)CN([C@H](C)CO)C(=O)c2cc(NC(=O)C3CCCCC3)ccc2O1,-1.4
C[C@H]1CN([C@@H](C)CO)C(=O)c2cccc(NC(=O)Nc3ccc(F)cc3)c2O[C@H]1CN(C)Cc1ccc(Cl)c(Cl)c1,37.4
CCOC(=O)c1c(C)oc2ccc(S(=O)(=O)n3cc(-c4ccc(C)cc4)c(N)n3)cc12,17.2
CNC[C@@H]1Oc2ccc(NC(=O)CCN3CCOCC3)cc2CC(=O)N([C@H](C)CO)C[C@@H]1C,-9.7
CCOC(=O)c1cc2c(NC(C)=O)c(C(=O)OCC)sc2nc1C(F)(F)F,17.8
Cc1noc(C)c1NC(=O)N(C)C[C@@H]1Oc2ccc(NC(=O)NC(C)C)cc2C(=O)N([C@@H](C)CO)C[C@@H]1C,-5.4
O=C(Nc1cc(C(F)(F)F)ccc1Cl)C(Cc1ccccc1)N1C(=O)C2C3C=CC(C4CC34)C2C1=O (stereo unspecified),41.3
# New compounds follow:
SMILES,U2OS ROS induce
C[C@H](CO)N1C[C@H](C)[C@H](CN(C)Cc2ccc3c(c2)OCO3)Oc2ccc(NS(C)(=O)=O)cc2CC1=O,8.6
Fc1cccc(Cl)c1CSC1=NCCN1,-12.5
Cc1ccc(-c2nn3c(C)nnc3s2)cc1NC(=O)C(C)Oc1ccc(Cl)cc1Cl (stereo unspecified),1.8
Cc1ccc(N(Cc2ccco2)C(=O)c2cccc(S(=O)(=O)N3CCOCC3)c2)cc1,-11.0
COc1ccc(C)cc1NC(=O)CNS(=O)(=O)c1ccc(C)cc1,6.1
Cc1noc(C)c1S(=O)(=O)Nc1ccc2c(c1)C(=O)N([C@H](C)CO)C[C@H](C)[C@@H](CN(C)CC1CC1)O2,0.2
C[C@H](CO)N1C[C@H](C)[C@@H](CN(C)C(=O)Nc2cccc3ccccc23)Oc2ccc(NC(=O)Nc3ccccc3)cc2C1=O,-14.3
O=C(CSc1nnnn1-c1ccccc1)Nc1cccc(C(=O)O)c1,-9.2
COc1cc(Cl)c(C)cc1NC(=O)CSC1=C(C#N)C(c2ccccc2F)CC(=O)N1 (stereo unspecified),?
COc1ccc(CN(C)C[C@@H]2Oc3ccc(NS(=O)(=O)c4ccc(F)cc4)cc3C(=O)N([C@@H](C)CO)C[C@H]2C)cc1,-9.3
COc1cc(C2c3c(cc(OC)c(O)c3OC)CC(CO)C2COC2OC(CO)C(O)C(O)C2O)cc(OC)c1O (stereo unspecified),2.6
O=C(NCc1ccc2c(c1)OCO2)C12CC3CC(CC(C3)C1)C2,-5.0
COc1ccc(NC(=O)N(C)C[C@@H]2Oc3c(NC(=O)c4ccc(-c5nccs5)cc4)cccc3C(=O)N([C@H](C)CO)C[C@@H]2C)cc1,-5.1
COc1ccc(CN(C)C[C@H]2Oc3ccc(NS(C)(=O)=O)cc3C(=O)N([C@H](C)CO)C[C@H]2C)cc1,12.8

# Some of the entries above in a different format.
> C[C@H](CO)N1C[C@H](C)[C@@H](CN(C)C(=O)Nc2cccc3ccccc23)Oc2ccc(NC(=O)Nc3ccccc3)cc2C1=O
  U2OS ROS induce = -14.3

> O=C(CSc1nnnn1-c1ccccc1)Nc1cccc(C(=O)O)c1
  U2OS ROS induce = -9.2

# Assay outcomes (PubChem)

# The list is partial; count on the stated rates, not on these rows.
